# Source: PubChem BioAssay (National Center for Advancing Translational Sciences (NCATS))
# HP1b binding inh – HTS for Inhibitors of HP1-beta Chromodomain Interactions with Methylated Histone Tails | AlphaScreen HP1-beta / biotin-H3K9me3 peptide binding | Potency, µM (titrated, usually from 114 µM), for inactives: at the highest dose activity change, negative = inhibition, actives largely listed as inhibitors | 390,000 tested, 0.56% active; further: potency means the concentration at half of the fitted maximal effect; nearly all actives have a fitted effect of over 70% in size; inactives centre near 23
# Target sequence (P83916 whole entry, looked up): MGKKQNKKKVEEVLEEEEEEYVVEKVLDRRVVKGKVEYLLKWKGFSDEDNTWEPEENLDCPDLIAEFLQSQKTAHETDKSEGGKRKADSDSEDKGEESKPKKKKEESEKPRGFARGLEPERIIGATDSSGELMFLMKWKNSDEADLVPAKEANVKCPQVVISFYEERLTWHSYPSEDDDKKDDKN
#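 Compound inhibition of the preformed complex between 50 nM HP1-beta and 50 nM biotinylated H3K9me3 peptide was read by AlphaScreen. Buffer was PBS pH 7.4 with 0.01% Tween-20. Incubations ran 30 min at room temperature, with 10 ug/mL donor/acceptor beads.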
# Tb PGK inh – qHTS Assay to Find Inhibitors of Phosphoglycerate Kinase; Phosphoglycerate kinase, glycosomal (Trypanosoma brucei brucei), P07378; PGK/GAPDH coupled, Kinase-Glo luminescence, 60 min; Potency, µM (highest dose often 57.5 µM), for inactives: top-dose activity change, negative = inhibition, actives largely listed as inhibitors; 380,000 tested, 0.043% active; AID 602233, 2012; further: potency means the concentration at half of the fitted maximal effect; on the % scale 0 is the no-effect control and ±100 the full control effect; nearly all actives have a fitted effect of over 60% in size
# Target sequence (P07378 whole entry, looked up): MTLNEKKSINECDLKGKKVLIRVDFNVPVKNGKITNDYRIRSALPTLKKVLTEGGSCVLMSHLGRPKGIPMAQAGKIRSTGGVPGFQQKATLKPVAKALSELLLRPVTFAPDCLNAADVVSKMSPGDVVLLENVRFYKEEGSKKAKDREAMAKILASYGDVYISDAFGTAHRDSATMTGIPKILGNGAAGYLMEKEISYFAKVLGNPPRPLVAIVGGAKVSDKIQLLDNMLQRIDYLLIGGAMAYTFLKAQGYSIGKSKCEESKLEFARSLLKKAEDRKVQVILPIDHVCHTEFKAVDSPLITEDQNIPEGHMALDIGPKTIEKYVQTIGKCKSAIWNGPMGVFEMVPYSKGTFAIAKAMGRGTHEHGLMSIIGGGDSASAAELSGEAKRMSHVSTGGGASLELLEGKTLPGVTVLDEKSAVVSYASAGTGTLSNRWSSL
#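 Recombinant glycosomal PGK reaction used 1,3-bisphosphoglycerate generated in-well by GAPDH (100nM final) in 100mM TEA pH 7.6, 5mM MgCl2, 0.01% Tween-20. After 60 minutes at room temperature, ATP was read by Kinase-Glo Plus luminescence end-point.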
# PI4K2A block – qHTS for small molecular inhibitors of PI4K2A; Phosphatidylinositol 4-kinase type 2-alpha (Homo sapiens), Q9BTU6; purified PI4K2A, ADP-Glo luminescence, 1 h; stronger effect = lower value; activity change, negative = inhibition, % at 76.9 µM; 420,000 tested, 0.13% active; in the data active means activity change below about -50%; inconclusive means mostly about -30% to -49%;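 further: -100% = wells without enzyme as full effect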
#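 In this quantitative HTS, ADP production by PI4K2A was quantified luminescently after 1 h at ambient temperature; 100 microM adenosine served as plate-quality control.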
# BAZ2B block – qHTS Assay for Inhibitors of BAZ2B; AlphaScreen BAZ2B-H3K14Ac peptide displacement; Potency, µM (series often up to 114 µM), inactives show at the highest dose activity change, negative = inhibition, usual class: inhibitors; 360,000 tested, 4.4% active; AID 504333, 2011; further: potency means the concentration at half of the fitted maximal effect; on the % scale 0 is the no-effect control and ±100 the full control effect; nearly all actives have a fitted effect of over 60% in size
#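 Compounds, titrated to a top concentration of 110 uM, were incubated 30 min at room temperature with preformed BAZ2B/acetyl-K14 H3 peptide complex (50 nM each). Proximity signal was measured by AlphaScreen after 20 min with beads.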
# Pin1 inh – qHTS Assay to Find Inhibitors of Pin1. Peptidyl-prolyl cis-trans isomerase NIMA-interacting 1 (Homo sapiens), Q13526. Pin1 FP peptide displacement, HiFluor488, 10 min. Potency, µM (titrated, usually from 115 µM), for inactives: top-dose activity, negative = inhibition, usual class: inhibitors. 390,000 tested, 0.009% active; active means well fitted inhibition curve with a large enough effect in the polarisation, with a control signal flat, not every such curve was filed as active; inconclusive means small, poorly fitted or top-dose-only effect, or effect the other way, or a change in a side signal; inactive means no such curve, though single readings can be large or run the other way; the % refers to the polarisation; further: potency means the concentration at half of the fitted maximal effect; on the % scale 0 is the no-effect control and ±100 the full control effect
# Target sequence (Q13526 whole entry, looked up): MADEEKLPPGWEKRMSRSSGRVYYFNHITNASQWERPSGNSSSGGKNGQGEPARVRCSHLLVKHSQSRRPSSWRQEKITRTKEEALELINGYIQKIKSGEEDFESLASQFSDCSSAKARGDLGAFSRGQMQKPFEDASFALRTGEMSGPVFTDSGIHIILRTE
# GLS inh – qHTS for Inhibitors of Glutaminase (GLS); Glutaminase kidney isoform, mitochondrial (Homo sapiens), O94925; GLS enzymatic activity, qHTS titration; Potency, µM (highest dose often 45.5 µM), for the others: top-dose activity change, negative = inhibition, most hits filed as inhibitors; 410,000 tested, 0.21% active; further: potency means the concentration at half of the fitted maximal effect; on the % scale 0 is the no-effect control and ±100 the full control effect
#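 Two-point fluorescence kinetic (t0, 30 min RT) for hKGA; glutamate detected via glutamate oxidase–HRP–Amplex Red. Substrate: 1 mM L-glutamine solution; buffer 45 mM KH2PO4, pH 8.2.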
# G9a block – qHTS Assay for Inhibitors of Histone Lysine Methyltransferase G9a; Histone-lysine N-methyltransferase EHMT2 (Homo sapiens), Q96KQ7; G9a H3K9 monomethylation, AlphaScreen, 2 h; Potency, µM (top dose mostly 102 µM), for the others: top-dose activity, negative = inhibition, usual class: inhibitors; 350,000 tested, 8.8% active; further: potency means the concentration at half of the fitted maximal effect; on the % scale 0 is the no-effect control and ±100 the full control effect; nearly all actives have a fitted effect of over 75% in size
# Target sequence (Q96KQ7 913-1193 limits assumed): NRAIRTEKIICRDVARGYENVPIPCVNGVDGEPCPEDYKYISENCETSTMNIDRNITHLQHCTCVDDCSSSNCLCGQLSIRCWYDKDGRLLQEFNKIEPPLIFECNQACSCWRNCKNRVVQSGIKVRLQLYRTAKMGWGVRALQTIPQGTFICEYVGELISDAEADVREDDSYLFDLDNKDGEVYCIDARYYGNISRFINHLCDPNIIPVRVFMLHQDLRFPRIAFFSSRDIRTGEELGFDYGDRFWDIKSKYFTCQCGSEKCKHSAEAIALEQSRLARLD
#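 AlphaScreen detection with an anti-monomethyl H3K9 antibody quantified product after a 2 h room-temperature reaction containing 500 nM biotinylated H3K9 peptide, 20 µM SAM and 20 nM enzyme, which had been preincubated 15 min with compound.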
# JMJD2A Tudor inh – qHTS Assay for Inhibitors of JMJD2A-Tudor Domain; AlphaScreen JMJD2A-Tudor / H3K4me3 peptide binding; Potency, µM (top dose mostly 114 µM), for the others: top-dose activity change, negative = inhibition, actives largely listed as inhibitors; 390,000 tested, 4.4% active; AID 504339, 2011; further: potency means the concentration at half of the fitted maximal effect; on the % scale 0 is the no-effect control and ±100 the full control effect; nearly all actives have a fitted effect of over 50% in size
# POLH inh – qHTS for Inhibitors of Polymerase Eta | 390,000 tested, 1.2% active | DNA polymerase eta (Homo sapiens), Q9Y253 | recombinant Pol eta, fluorescent DNA replication assay | Potency, µM (doses to about 114 µM), inactives show top-dose activity change, negative = inhibition, hits mostly inhibitors | AID 588591, 2011; further: potency means the concentration at half of the fitted maximal effect; on the % scale 0 is the no-effect control and ±100 the full control effect
#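 Fluorescent replication assay: 50 nM final substrate added after a 15 min room-temperature compound preincubation with 10 nM enzyme. Signal taken at 0 min and again at 10 min.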
# Numbers without * were called inactive; i = inactive; ? = inconclusive; . = no result given; [ ] = remark or other dose. Unless noted, the call rests on the fitted dose curve; in most records, active means well fitted curve in the direction sought with a large enough effect; inconclusive means small, poorly fitted or top-dose-only effect, or another doubt; inactive means no such curve, though single readings can be large; an effect the other way counts as inactive or inconclusive. The list is partial (hit frequency here may not be typical).
SMILES,HP1b binding inh,Tb PGK inh,PI4K2A block,BAZ2B block,Pin1 inh,GLS inh,G9a block,JMJD2A Tudor inh,POLH inh
Cc1ccc2c(ccn3cc4c(c(=O)n(C)c(=O)n4C)c23)c1,7%,-4%,2,-13%,-6%,0%,24%,-13%,7%
Cc1cc(=O)[nH]c(SCc2nc3ccc([N+](=O)[O-])cc3[nH]2)n1,2%,0%,-8,3%,1%,22%,30%[59 µM],-17%,-6%
NC(=O)C1CCN(C(=O)c2ccc(C(F)(F)F)cc2)CC1,18%,-9%,3,2%,-4%,6%,33%,1%,-7%
Cc1ccc(NC(=O)CSc2nnc3ccccn23)cc1,36%[activator],.,1,-25%,1%,-5%,-5%,-16%,-2%
CCOc1ccccc1NC(=O)C1CCCN(S(=O)(=O)c2ccc(OC)c(C)c2)C1 (stereo not given),49%[activator],-5%,-6,-1%,8%,0%,2%[12.7 µM],-5%,-17%
O=C(O)/C=C/C(=O)NC1CCCCC1,11%,-2%,-1,1%,-9%,6%,-20%[59 µM],-9%,5%
Cc1ccccc1NC(=O)NC1(C(=O)N2CCN(C)CC2)CCCCC1,19%,5%,-3,8%,-4%,-4%,15%,-4%,-23%
Oc1ccc(Cl)cc1-c1cc(-c2ccco2)[nH]n1,7.9µM*,-6%,-7,40µM*,17%,?,?,-36%[11.4 µM],?
CC(=O)C(Sc1nn(C)c(=S)s1)C(=O)Nc1ccccc1 (stereo not given),?,-3%,-7,?,2%,-1%,3.5µM*,50µM*,-7%
Cc1ccc(C(CNC(=O)c2ccco2)N2CCN(C)CC2)cc1 (stereo not given),35%,-6%,4,-2%,-4%,3%,9%[0.501 µM],-1%,-5%
Cc1ccc(N2CCN(/N=C/c3ccncc3)CC2)cc1,-4%,-7%,-5,?,2%,27%,?,?,5%
Cc1ccsc1CCN1C(=O)N(c2ccc(F)cc2)C(=O)C1CC(=O)Nc1ccccc1 (stereo not given),29%,-2%,-2,-16%,7%,0%,4%[59 µM],-22%,?
CCOc1ccc(CNC(=O)c2ccco2)cc1,35%,-9%,-4,9%,-13%,-8%,76%[activator][59 µM],4%,2%
O=C(c1ccc2c(c1)OCO2)N1CCCN(C(=O)c2ccc3c(c2)OCO3)CC1,12%,-2%,6,1%,-3%,-2%,-2%[12.7 µM],-10%,1%
COc1ccccc1NC(=O)CSc1nnc(-c2ccncc2)n1CC1CCCO1 (stereo not given),40%[activator],1%,4,-6%,-11%,0%,6%[59 µM],-6%,-5%
CCOC(=O)C1(CC2CCCCO2)CCN(Cc2cc3ccccc3[nH]2)CC1 (stereo not given),14%,i,-4,?,3%,-15%,?,-10%,-17%
NNC(=O)Cn1nc(-c2ccccc2)c2ccccc2c1=O,69%[activator],.,-1,5%,2%,30%[activator],4%,-6%,-13%
COc1ccccc1N1CCN(CC(O)COc2ccc(Cl)c(C)c2)CC1 (stereo not given),-10%,4%,-4,?,1%,22%,?,89µM*,-9%
Brc1cccc(/C=N\n2cnnc2)c1,13%,-4%,2,-30%,-5%,1%,5%[59 µM],-14%,5%
O=S(=O)(c1ccc2c(c1)CCCC2)N1CCNCC1,17%,-3%,0,4%,0%,0%,6%[12.7 µM],-10%,3%

# Random excerpt: 2 compounds from above.
SMILES,HP1b binding inh,Tb PGK inh,PI4K2A block,BAZ2B block,Pin1 inh,GLS inh,G9a block,JMJD2A Tudor inh,POLH inh
COc1ccccc1NC(=O)CSc1nnc(-c2ccncc2)n1CC1CCCO1 (stereo not given),40%[activator],1%,4,-6%,-11%,0%,6%[59 µM],-6%,-5%
COc1ccccc1N1CCN(CC(O)COc2ccc(Cl)c(C)c2)CC1 (stereo not given),-10%,4%,-4,?,1%,22%,?,89µM*,-9%

# (more compounds)
SMILES,HP1b binding inh,Tb PGK inh,PI4K2A block,BAZ2B block,Pin1 inh,GLS inh,G9a block,JMJD2A Tudor inh,POLH inh
NC(=O)Cn1cnc2nc3n(c2c1=O)CCC3,20%,5%,3,1%,1%,12%,?,16%,-23%
CCC(C)N1CCN(C(=O)c2cc(OC)cc(OC)c2)CC1 (stereo not given),?,-1%,7,79µM*,1%,-1%,.,20µM*,6%
COC(=O)C(C(C)C)N(Cc1cc(OC)cc(OC)c1)S(=O)(=O)CCl (stereo not given),82%[activator],-3%,3,.,-1%,-8%,.,15%,-25%
Cc1ccc(C)c(N(C(=O)c2ccco2)C(C(=O)NC2CCCC2)c2ccco2)c1 (stereo not given),10%,4%,-16,-8%,-6%,9%,26%,-10%,-5%
Cc1ccc(S(=O)(=O)N2CCC(C(=O)NC3CC(C)(C)NC(C)(C)C3)CC2)cc1C,34%,-3%,-7,-4%,-5%,-6%,45%,-6%,-9%
COC(=O)c1c(NC(=O)COC(=O)CCc2ccc(S(=O)(=O)N3CCOCC3)cc2)sc2c1CCC2,11%,i,1,-35%,28%,9%,-26%[59 µM],-11%,-16%
Cc1c(C(=O)NCc2cccnc2)sc2nc(-c3ccccc3)cn12,39%[activator],-2%,-2,-3%,1%,0%,-4%,-10%,-2%
COc1ccc(C(=O)N2CCNC(=O)C2CC(=O)Nc2ccc(C)c(C)c2)cc1 (stereo not given),28%,-8%,3,-2%,-7%,0%,-9%,-15%,-22%
C=C1CCC[C@]2(C)C[C@H]3OC(=O)C(CN[C@@H](C)c4ccccc4)[C@H]3CC12 (stereo not given in full),34%,10%,0,-16%,1%,10%,22%,-4%,-2%
COc1ccccc1N1CCN(C2CCCN(C(=O)c3ccccn3)C2)CC1 (stereo not given),19%,-7%,9,-11%[57.1 µM],0%,16%,22%,-27%,-11%
CCOc1ccc(C(=O)Nc2ccc(N3CCN(C(=O)c4ccco4)CC3)cc2)cc1Br,16%,1%,-4,.,?,8%,.,-22%,?
Cc1noc(C)c1S(=O)(=O)N(CC(=O)NCc1ccc(Cl)cc1)c1ccc2c(c1)OCO2,47%[activator],-9%,0,6%,5%,3%,16%,-11%,-24%
O=C(c1c(Cl)cccc1Cl)N1CCN(c2ncccn2)CC1,31%,i,-1,-3%,3%,-2%,-9%,-4%,-1%
CCC(C)c1ccc(NC(=O)N2CCOCC2)cc1 (stereo not given),25%,i,0,13%,-16%,1%,.,-12%,-14%
Cc1ccc(S(=O)(=O)CC(CN2CCCCC2)N2CCCCC2)cc1 (stereo not given),29%,-1%,13,7%,6%,-32%,6%,?,-9%
Cc1ccccc1C(=O)NNC(=O)CCc1ccccc1,39%,i,-12,3%,3%,7%,-9%[12.7 µM],-8%[11.4 µM],-9%
O=C(NCc1ccco1)/C(=C\c1cccnc1)NC(=O)c1ccccc1F,26%,5%,3,-4%,-14%,21%,-39%[59 µM],-7%,-10%
CN(C)c1cc[n+](CCC(=O)Nc2cccc([N+](=O)[O-])c2N)cc1,26%,7%,0,5%,-1%,10%,2%[59 µM],-7%,-3%
S=C(NCCN1CCOCC1)NC1CCCC1,13%,0%,-2,-1%,-7%,1%,?,1%,4%
Nc1ccc(C(=O)Nc2ccc3cc(S(=O)(=O)O)ccc3c2)cc1,21%,-3%,-8,.,-6%,-3%,.,-3%,-29%
Cc1ccc(C)c(N2CN(CCC3=CCCCC3)CNC2=S)c1,-6%,-2%,-2,?,0%,3%,.,-36%,-15%
COc1ccc(CCNCc2c(-c3ccccc3)n(C)c3ccccc23)cc1,?,0%,4,50µM*,-3%,6%,?,?,-24%
Cc1ccc(SCc2[nH]nc3c2C(c2ccc(C)o2)C(C#N)=C(N)O3)cc1 (stereo not given),1%,-9%,-3,?,-6%,13%,?,-24%,-18%
COCCNC(=O)c1ccc2c(c1)ncn2-c1cccc(C)c1,34%,4%,0,-4%,-3%,0%,-5%[12.7 µM],-14%,5%
Cc1ccccc1NC(=O)C(=O)Nc1ccccc1C,16%,-6%,1,-3%,-10%,-6%,22%[2.33 µM],-4%,-4%
CC(OC(=O)c1ccc(Cl)c(S(=O)(=O)N2CCOCC2)c1)C(=O)Nc1ccc(S(N)(=O)=O)cc1 (stereo not given),0%,-11%,-1,3%,-1%,1%,-2%,-19%,-8%
COc1ccc2c(C)c(CC(=O)NCCc3ccccc3)c(=O)oc2c1OC,18%,13%,-3,-2%,-5%,3%,0%[59 µM],-8%,-10%
Cc1ccc(S(=O)(=O)N2CCOC23CCN(S(=O)(=O)c2c(C)cc(C)cc2C)CC3)cc1,30%,-5%,4,-2%,35%[activator],-2%,-11%[0.501 µM],-8%,-19%
Cc1ccccc1-n1c(Cn2c(=O)sc3ccccc32)nnc1SCC(=O)N1CCOCC1,12%,-9%,-3,6%,-3%,4%,-15%,-32%,-14%
O=C(CN(C(=O)CNS(=O)(=O)c1ccccc1)c1ccc2c(c1)OCCO2)NC1CCCCC1,49%[activator],i,-4,-8%,-3%,-11%,-15%,-22%[11.4 µM],-20%

# 3 entries from above, ordered by number of heavy atoms, smallest number first:
SMILES,HP1b binding inh,Tb PGK inh,PI4K2A block,BAZ2B block,Pin1 inh,GLS inh,G9a block,JMJD2A Tudor inh,POLH inh
Cc1ccccc1NC(=O)C(=O)Nc1ccccc1C,16%,-6%,1,-3%,-10%,-6%,22%[2.33 µM],-4%,-4%
COc1ccc(CCNCc2c(-c3ccccc3)n(C)c3ccccc23)cc1,?,0%,4,50µM*,-3%,6%,?,?,-24%
CC(OC(=O)c1ccc(Cl)c(S(=O)(=O)N2CCOCC2)c1)C(=O)Nc1ccc(S(N)(=O)=O)cc1 (stereo not given),0%,-11%,-1,3%,-1%,1%,-2%,-19%,-8%
